Compound activity (PubChem)
Pf growth 48h: inhibits P. falciparum growth in the first generation, 48 h; P. falciparum luciferase growth in erythrocytes, 48 h; Potency, µM (titrated, usually from 28.7 µM), inactives show top-dose activity change, negative = inhibition, most hits filed as inhibitors; 5.9% of 310,000 active; note: potency is the fitted concentration of half-maximal effect; % is set by controls: 0 for no effect and ±100 for the full control effect
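Firefly luciferase activity from engineered P. falciparum reports growth; inhibitors lower the luminescent signal. Cultures contained 2% hematocrit erythrocytes at 0.1% final parasitemia.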
HCV inh: blocks hepatitis C virus; Huh7.5.1 HCVcc-Cre infection, luciferase reporter, 44 h; Potency, µM (series often up to 41.8 µM), inactives show top-dose activity change, negative = inhibition, hits mostly inhibitors; 3.4% of 340,000 active; note: potency is the fitted concentration of half-maximal effect; % is set by controls: 0 for no effect and ±100 for the full control effect
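Cells seeded at 1,000/well and cultured 4 h, then compounds added followed by HCVcc-Cre virus (~0.5 moi). After 44 h further culture, luciferase substrate was added, plates held 15 min at room temperature, and luminescence read for 15 sec.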
FBPA Giardia inh: inhibitors of Giardia lamblia fructose-1,6-bisphosphate aldolase. A8B2U2. purified Giardia FBPA. Potency, µM (highest dose often 59.6 µM), for inactives: at the highest dose activity, negative = inhibition, hits mostly inhibitors. 0.71% of 290,000 active. AID 2451; note: potency is the fitted concentration of half-maximal effect; % is set by controls: 0 for no effect and ±100 for the full control effect; nearly all actives have a fitted effect of over 55% in size
Target sequence (A8B2U2 whole entry, looked up): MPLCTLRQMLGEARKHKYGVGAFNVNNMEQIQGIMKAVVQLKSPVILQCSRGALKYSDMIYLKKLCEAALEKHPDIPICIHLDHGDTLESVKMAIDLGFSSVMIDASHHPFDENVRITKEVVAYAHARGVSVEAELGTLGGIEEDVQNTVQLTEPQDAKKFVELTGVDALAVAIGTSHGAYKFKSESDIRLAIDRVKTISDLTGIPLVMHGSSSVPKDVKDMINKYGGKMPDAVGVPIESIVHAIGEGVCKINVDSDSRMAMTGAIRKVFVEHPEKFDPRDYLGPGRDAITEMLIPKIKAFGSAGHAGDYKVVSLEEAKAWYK
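Giardia FBPA (40 nM reagent) was preincubated 10 min at RT with compound (up to 57.5 uM final), then substrate plus GAPDH/TPI/NAD/arsenate coupling system with diaphorase/resazurin was added; resorufin fluorescence (525/598 nm) was read after 20 min.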
Shiga toxin inh: inhibitors of Shiga toxin in Vero cells; 9.2% of 290,000 active; inhibition, % at 38.7 µM; Vero cells, Shiga toxin protein synthesis inhibition reporter; AID 2315; in the data active = inhibition mostly above about 28%, no sharp cut-off; inactive = mostly below about 43%; note: 0% is about no effect
Cycloheximide cs: affects cycloheximide protein synthesis inhibition readout, counter-screen | AID 2314 | cell reporter, cycloheximide protein synthesis inhibition counterscreen | max response, % | 12% of 300,000 active; in the data active = max response mostly above about 13%, no sharp cut-off; inactive = mostly below about 14%; note: read at 38.3 µM for the half of the compounds with a filed dose; 0% is about no effect
Pf growth 96h: inhibits malaria parasite growth, 96 h; P. falciparum luciferase reporter growth, 96 h; Potency, µM (highest dose often 28.7 µM), for the others: at the highest dose activity change, negative = inhibition, hits mostly inhibitors; 6.9% of 320,000 active; note: potency is the fitted concentration of half-maximal effect; % is set by controls: 0 for no effect and ±100 for the full control effect
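Plates of compound plus infected erythrocytes (2% hematocrit, 0.05% parasitemia final) incubate 96 hours, 37 C, 5% CO2. Detection reagent added; reduced luminescence from the parasites' luciferase reporter flags inhibition.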
* = called active by the depositor; ? = inconclusive; nt = no result given; & = joins results of further samples; [ ] = another dose, or the depositor's remark. Unless noted, calls come from the whole dose curve; as a rule, active = well fitted curve in the direction sought with a large enough effect; inconclusive = small, poorly fitted or top-dose-only effect, or another doubt; inactive = no such curve, though single readings can be large; an effect the other way counts as inactive or inconclusive.

entry	Molecule	Pf growth 48h	HCV inh	FBPA Giardia inh	Shiga toxin inh	Cycloheximide cs	Pf growth 96h
1	COC(=O)CN(c1ccc(OC)c(OC)c1)S(C)(=O)=O	10%	3%	2%	-11	-1	?
2	Cc1cccc(Cn2nc(-n3cccc3)c3c(C)cc(C)nc32)c1	0%	?	6%	23	9	?
3	Cc1ccc(S(=O)(=O)N(CC(=O)NC2CCCCCC2)c2ccccc2F)cc1	-2%	-2%	3%	8	3	nt
4	CCOc1ccc(CNn2cnnc2)cc1	35%[activator]	13%	4%	2	-1	?
5	Cc1ccc(OCC(=O)Nc2cccc(S(=O)(=O)N3CCCCC3)c2)c([N+](=O)[O-])n1	-23%	?	1%	-2	-3	?
6	CC1(C)OC(c2ccccc2)=C/C(=C/C=N/NC(=O)c2ccncc2)O1	?	?	-6%	-25	5	88%[activator]
7	COc1ccc(Cl)c(OC)c1C(=O)NC(=O)Nc1nc(C)nc(C)n1	144%[activator]	-15%	nt	14	1	-15%
8	O=C(Nc1ccc(NC(=O)C2CC2)cc1)c1cccs1	128%[activator]	4%	-16%	67*	43*	10µM*
9	COc1ccc(-c2nc(NC3=NCCCCC3)sc2C)cc1	8%	?	0%	14	8	3%
10	COc1ccc(C(=O)OCC(=O)Nc2ccc(N3CCOCC3)cc2)cc1OC	-21%	-1%	nt	nt	nt	-23%
11	CC(C)c1ccc(Nc2nc(Cl)nc(NCCO)n2)cc1	8%	-27%	0%	21	12*	?
12	CCOC(=O)N1CCC(c2cc(=O)n3[nH]c(-c4ccccc4)cc3n2)CC1	?	15%	-3%	2	-3	?
13	O=c1c2c(-c3cccs3)csc2[nH]c(=S)n1-c1ccccc1	-6%	4%	12%	-10	-4	?
14	O=C(CCCO)NC1Cc2ccccc2C1	1%	21%	4%	10	-2	11%
15	S=C(NCC1CC1)N/N=C/c1ccccc1Cl	?	-5%	-5%	26*	3	?
16	C/C(=N\OCC(=O)Nc1cc(C)cc(C)c1)c1ccc2c(c1)OCCO2	2%	-4%	0%	3	1	25%
17	Cc1cc(NC(=O)/C=C/C(=O)N(c2ccccc2C)C(C(=O)NC2CCCC2)c2ccc(F)cc2)no1 (stereo unspecified)	?	?	-2%	-2	-5	?
18	COc1ccc(C2CC(C(F)(F)F)n3nc(C(=O)Nc4c(C)n(C)n(-c5ccccc5)c4=O)c(Cl)c3N2)cc1 (stereo unspecified)	-25%	-3%	7%	-8	-4	-22%
19	COc1nc(OC/C(N)=N/O)nc(N2CCOCC2)n1	-7%	-9%	2%	7	-4	166%[activator]
20	COc1ccc(CNC(=O)Cn2cc([N+](=O)[O-])nc2C)cc1	1%	-2%	-7%	-5	-2	1%
21	Cc1onc(-c2ccccc2)c1-c1nnc(-c2ccccc2C(F)(F)F)o1	37%[activator]	?	8%	-9	4	38%[activator]
22	CCCn1c(SCC(=O)c2ccc(OC)c(OC)c2)nc2c1c(=O)n(C)c(=O)n2C	-9%	10%	-2%	-8	-1	?
23	CC(=O)Nc1sc(C)c(C)c1C(=O)OCC(=O)Nc1ccccc1	-20%	?	nt	nt	nt	-18%
24	C/C(=N\NC(=O)c1nnn(-c2nonc2N)c1CN(C)c1ccccc1)c1cccs1	-8%	-16%	-23%	-5	-3	33%[activator]
25	COc1ccc(CCNC(=O)CSc2nnc(-c3ccccc3)o2)cc1OC	-6%	9%	0%	-7	-1	-21%

More compounds
entry	Molecule	Pf growth 48h	HCV inh	FBPA Giardia inh	Shiga toxin inh	Cycloheximide cs	Pf growth 96h
26	COc1ccc(/C(N)=N/OC(=O)CCC2CCCC2)cc1OC	21%	2%	5%	58*	23*	?
27	O=C(CC1NC(=O)NC1=O)Nc1cccc2ccccc12 (stereo unspecified)	14%	-2%	-18%	-6	-3	14%
28	CCOC(=O)c1sc(N)c(C(=O)OC)c1C	81%[activator]	19%	1%	64*	33*	22%
29	COC(=O)c1sccc1NC(=O)CN1CCN(c2ccc(F)cc2)CC1	?	?	0%	7	-3	0%
30	Cc1nc(NC(=O)c2ccc3c(c2)OCCO3)ccc1Br	324%[activator]	nt	nt	91*	58*	-5%
31	Cc1ccc(S(=O)(=O)CC(=O)Nc2nnc(C(C)C)s2)cc1	-27%	-9%	-19%	-13	-8	12%
32	O=C(NCc1ccccc1)c1c(O)c2cccc3c2n(c1=O)CCC3	14%	-12%	-9%	34	-3	25%
33	Fc1cccc(F)c1-c1nc(-c2ccncc2)no1	109%[activator]	1%	8%	86*	48*	143%[activator]
34	Cc1nc2ccccn2c1-c1nnco1	23%	10%	8%	-9	-2	135%[activator]
35	Cc1ccc(C(=O)N2CCN(CCNC(=O)C(=O)NC(C)C)CC2)cc1	3%	7%	1%	-8	-4	7%
36	CCOC(=O)C1=C(N)OC2=C(C(=O)CC(C)(C)C2)C1c1cc(CSc2nnnn2C)cs1 (stereo unspecified)	38%	4%	13%	-28	-3	3%
37	COc1ccc(C)cc1S(=O)(=O)N1CCCC(C(=O)NCc2ccccn2)C1 (stereo unspecified)	-3%	4%	nt	-26	-3	5%
38	Brc1ccc(CSc2nnc(-c3ccccn3)n2Cc2ccco2)cc1	?	nt	-1%	11	-3	3.7µM*
39	CC(=O)OC1CC(C)(C)N(OC(=O)c2ccc(N)cc2)C(C)(C)C1	1%	4%	-5%	-8	-2	nt
40	Cn1c(=O)c2c(ncn2CCOc2cccc(Br)c2)n(C)c1=O	18%	?	8%	-17	2	-26%
41	COc1ccc(CCNC(=O)COC(=O)/C=C/c2ccc(OC)c(OC)c2)cc1	-8%	-7%	4%	-9	-8	?
42	COc1cccc(/C=N/NC(=O)CC(=O)NCCc2ccc(OC)c(OC)c2)c1	-12%	-6%	4%	-14	-3	-12%
43	O=C(c1ccc(Cn2c(=S)[nH]c3cc4c(cc3c2=O)OCO4)cc1)N1CCN(c2ccccc2)CC1	?	?	11%	0	7	?
44	Cc1ccc(C(=O)CSc2nc(C)cc(C)c2C(N)=O)cc1	0%	?	0%	23	1	-16%
45	CC1=Nc2ccc(Br)cc2C(c2ccccc2)N1CC(=O)NN (stereo unspecified)	?	16%	2%	36	-5	8%
46	Cc1nc(S/C(C(=O)O)=C2/C(=O)Nc3ccccc32)n[nH]1	-11%	21%	-28%	-8	-2	-10%
47	Cc1cccc(C(C)C)c1NC(=O)c1cc2ccccc2o1	?	0%	13%	-18	-6	?
48	O=C(CCC(=O)c1ccc[nH]1)c1ccc(Cl)cc1	202%[activator]	18%	-1%	100*	46*	184%[activator]
49	CCCc1nnc(SCC(=O)Nc2ccc(OC)cc2)n1N	44%[activator]	-2%	-13%	2	2	9%[5.75 µM]
50	COc1ccc(CCNC(=O)CCCCCN2C(=O)c3ccccc3C2=O)cc1	-17%	11%	5%	-6	7	?

More entries:
entry	Molecule	Pf growth 48h	HCV inh	FBPA Giardia inh	Shiga toxin inh	Cycloheximide cs	Pf growth 96h
51	Cc1cccc(C(=O)NNC(=O)c2ccccc2[N+](=O)[O-])c1	20%	7%	-10%	-8	-4	?
52	COCCNC(=O)C(c1ccc(C)o1)N(Cc1ccccc1)C(=O)Cn1nnc2ccccc21 (stereo unspecified)	-23%	0%	3%	-9	-1	nt
53	COC(=O)N/N=C/c1cn(CCOc2cccc(OC)c2)c2ccccc12	-1%	16%	1%	38	8	?
54	CNC(=O)c1cc2c(ccc3ccccc32)o1	42%[activator]	12%	-7%	81*	33*	-19%
55	COc1ccccc1-c1nc(SCC(=O)Nc2ccccc2)n[nH]1	-11%	nt	nt	3	-7	-20%
56	S=C(NCCC1=CCCCC1)Nc1ccccc1	?	?	-3%	72*	39*	0.59µM*
57	O=C(NCCN1CCN(C(=O)c2ccc([N+](=O)[O-])cc2)CC1)C(=O)Nc1ccc(F)cc1	-9%	2%	nt	-22	7	-26%
58	OCCNc1cc(Cl)ncn1	36%[activator]	14%	5%	-13	-1	25%
59	COc1cc2ccc3c(CCN(C)C)cc(OC)c(OC)c3c2cc1OC	-16%	?	-28%	-19	0	0%
60	COc1cc(/C(C)=N/NC(=O)c2cccc(S(=O)(=O)N3CCCC3)c2)cc(OC)c1OC	?	nt	nt	-9	4	?
61	CSc1ccc(S(=O)(=O)NCc2ccc(Cl)cc2Cl)cc1	nt	-10%	-4%	-12	-4	53%[activator]
62	COc1cc2c(=O)n(CC3CCCO3)c(=O)n(CC(=O)Nc3ccc(F)cc3F)c2cc1OC (stereo unspecified)	15%	-1%	4%	2	-6	1%
63	CC(=O)NC1C(OCc2ccccc2)OC2COC(c3ccccc3)OC2C1OCC(=O)O (stereo unspecified)	36%	-8%	1%	33	41*	-21%
64	Cc1cc(C(=O)NNC(=O)/C=C/c2ccccc2Cl)c(C)o1	?	-10%	nt	2	-3	17%
65	O=C(COC(=O)c1ccccc1O)NC(=O)c1ccc(OC(F)F)cc1	-1%	1%	nt	nt	nt	-18%
66	CC(C)COc1ccc(-c2nn(-c3ccccc3)cc2/C=C2/SC(=S)N(CC(=O)O)C2=O)cc1	48%[activator]	11%	0%	-4	0	-20%
67	CC(=O)c1c(C)[nH]c(C(=O)OCc2nnc(-c3ccccc3)o2)c1C	-27%	?	-6%	2	-2	-16%
68	COC1=CC2C3Cc4ccc(OC)c(O)c4C2(CCN3C)CC1=O (stereo unspecified)	-24%	6%	nt	nt	nt	?
69	Cc1cccc(C)c1NC(=O)CNCC(=O)N(C)C	82%[activator]	2%	-6%	-12	0	-6%
70	COc1cc(N2C(=O)CSC23C(=O)Nc2ccccc23)cc(OC)c1OC (stereo unspecified)	0%	20%	6%	-5	-5	3%[5.75 µM]
71	O=C(CSc1nc2ccccc2o1)Nc1nc2ccc(Br)cc2s1	?	8%	19%	93	22	nt
72	COc1cc(OC)cc(-c2nnc(SCc3cccnc3)o2)c1	0%	-29%	5%	12	17*	?
73	NN(Cc1ccccc1)C(=S)Nc1ccc(Cl)c(Cl)c1	12%	-14%	-11%	41	1	26%
74	NS(=O)(=O)c1cc2c(cc1Cl)NC(C(Cl)Cl)NS2(=O)=O (stereo unspecified)	3%	2%[8.37 µM]	-1%&-1%	-9	-2	-2%
75	CCOC(=O)C1=CN(C)C=C(C(=O)OCC)C1c1ccsc1	?	-3%	3%	-6	17*	6%

Next structures:
entry	Molecule	Pf growth 48h	HCV inh	FBPA Giardia inh	Shiga toxin inh	Cycloheximide cs	Pf growth 96h
76	O=c1cc(CO)occ1OCc1c(F)cccc1Cl	4%	33%[activator]	0%	44	19	0%
77	COCCNc1nnc(SCC(=O)NNC(=O)c2ccc([N+](=O)[O-])cc2)s1	?	16%	nt	nt	nt	-4%
78	CC1CC(C)(C)NC(=S)N1CCCC(=O)N1CCN(c2ccccc2F)CC1 (stereo unspecified)	?	1%	-7%	-5	1	?
79	CC(C)OC(=O)CNc1n[nH]c(=S)[nH]c1=O	-8%	0%	4.5µM*	-9	1	36%[activator]
80	O=C(N=C1SC2CS(=O)(=O)CC2N1c1ccc(F)cc1)C1CC1 (stereo unspecified)	-4%	6%	7%	-4	-7	20%
81	c1ccc2oc(-c3ccc(Nc4nc(N5CCCCC5)nc(N5CCOCC5)n4)cc3)nc2c1	12%	nt	5%	-11	2	0%
82	CC(C)n1cc(CN2CCC(n3nccc3NC(=O)CCCc3ccccc3)CC2)cn1	-19%	nt	nt	-15	-1	11%

Taken from the entries so far, four compounds:
entry	Molecule	Pf growth 48h	HCV inh	FBPA Giardia inh	Shiga toxin inh	Cycloheximide cs	Pf growth 96h
76	O=c1cc(CO)occ1OCc1c(F)cccc1Cl	4%	33%[activator]	0%	44	19	0%
77	COCCNc1nnc(SCC(=O)NNC(=O)c2ccc([N+](=O)[O-])cc2)s1	?	16%	nt	nt	nt	-4%
78	CC1CC(C)(C)NC(=S)N1CCCC(=O)N1CCN(c2ccccc2F)CC1 (stereo unspecified)	?	1%	-7%	-5	1	?
79	CC(C)OC(=O)CNc1n[nH]c(=S)[nH]c1=O	-8%	0%	4.5µM*	-9	1	36%[activator]
